# Source: PubChem
# KAT2A inh: blocks human GCN5L2 histone acetyltransferase | GCN5L2 HAT assay, ThioGlo1 CoA-SH fluorescence | Q92830 | Potency, µM (top dose mostly 58.9 µM), inactives show at the highest dose activity change, negative = inhibition, hits mostly inhibitors | 390,000 compounds, 0.21% hits | AID 504327
# Target sequence (Q92830 whole entry, looked up): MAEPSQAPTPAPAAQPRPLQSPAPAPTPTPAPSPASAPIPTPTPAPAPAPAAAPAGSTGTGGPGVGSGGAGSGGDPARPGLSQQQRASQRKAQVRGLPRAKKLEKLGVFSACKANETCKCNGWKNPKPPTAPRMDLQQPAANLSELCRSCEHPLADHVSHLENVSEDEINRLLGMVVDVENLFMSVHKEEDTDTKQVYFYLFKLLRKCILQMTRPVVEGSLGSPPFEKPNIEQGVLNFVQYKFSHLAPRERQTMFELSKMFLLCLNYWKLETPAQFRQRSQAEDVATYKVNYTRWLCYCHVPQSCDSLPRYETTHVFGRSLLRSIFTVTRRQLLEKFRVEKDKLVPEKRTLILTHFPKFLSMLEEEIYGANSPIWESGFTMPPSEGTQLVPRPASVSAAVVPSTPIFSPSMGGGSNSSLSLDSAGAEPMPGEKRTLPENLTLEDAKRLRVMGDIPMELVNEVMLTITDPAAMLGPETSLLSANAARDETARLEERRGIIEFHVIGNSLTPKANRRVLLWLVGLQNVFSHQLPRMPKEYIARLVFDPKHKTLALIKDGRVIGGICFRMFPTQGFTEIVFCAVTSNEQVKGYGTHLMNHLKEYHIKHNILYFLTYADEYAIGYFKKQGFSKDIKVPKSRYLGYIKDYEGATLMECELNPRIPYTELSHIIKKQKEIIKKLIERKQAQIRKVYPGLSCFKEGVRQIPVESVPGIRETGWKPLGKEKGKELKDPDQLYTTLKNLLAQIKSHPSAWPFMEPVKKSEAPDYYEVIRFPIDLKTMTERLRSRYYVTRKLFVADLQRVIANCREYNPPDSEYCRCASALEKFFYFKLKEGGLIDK
#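 Preincubate 20nM GCN5L2 with compound 15 min, RT → add 50uM ThioGlo1 + 75uM H3(1-25) + 70uM acetyl-CoA → read fluorescence 0 and 20 min. Primary qHTS; fluorescent artifacts likely.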
# FEN1 inhibitor: blocks human flap endonuclease 1; Recombinant FEN1 flap cleavage, fluorescence, 15 min; Potency, µM (series often up to 114 µM), inactives show at the top dose activity change, negative = inhibition, actives largely listed as inhibitors; 390,000 compounds, 0.35% hits; AID 588795; also: nearly all actives have a fitted effect of over 65% in size
#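 Recombinant FEN1 (10 nM) was preincubated with pin-transferred compounds for 15 min at room temperature, then flap DNA substrate (50 nM final) was added. Plates were read at 0 and 15 min, and normalized concentration–response data were fitted to a four-parameter Hill equation.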
# TDP1 cell CPT: growth inhibition of DT40 Tdp1-/-;hTDP1 cells with camptothecin (screen for TDP1 inhibitors) | chicken DT40 Tdp1-/-;hTDP1 cells + 20 nM CPT, ATP luminescence, 48 h | Potency, µM (series often up to 46.2 µM), for the others: top-dose activity change, negative = growth inhibition, usual class: inhibitors | 420,000 compounds, 12% hits | AID 686979; also: nearly all actives have a fitted effect of over 55% in size
#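 Chicken DT40 Tdp1-/- cells complemented with human TDP1, 400 cells/well, exposed to compounds plus 20 nM camptothecin for at least 48 h at 37 C; viability read as ATP content by CellTiter-Glo luminescence.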
# Starred values were filed as active, the others as inactive; u = inconclusive; x = not tested or not shown; & = joins results of further samples. Calls follow the shape of the dose curve; as a rule, active = well fitted curve in the direction sought with a large enough effect; inconclusive = small, poorly fitted or top-dose-only effect, or another doubt; inactive = no such curve, though single readings can be large; an effect the other way counts as inactive or inconclusive. % is scaled to controls: 0 for no effect and ±100 for the full control effect; potency is read from the fitted curve at half-maximal effect.
SMILES,KAT2A inh,FEN1 inhibitor,TDP1 cell CPT
Cc1sc2nc(C3CC3)nc(SCC(=O)N3CCc4ccccc4C3)c2c1C,-2.6%,-13.0%,u
CC(=O)Nc1cccc(S(=O)(=O)N2CCCCCC2)c1,0.9%,0.8%,-2.8%
Clc1ccc(/C=C/c2ncc[nH]2)c(Cl)c1,-23.1%,7.0%,-25.6%
O=C(CCc1nc2ccccc2c(=O)[nH]1)NCCN1C(=O)S/C(=C\c2ccccc2Cl)C1=O,-1.0%,1.3%,u
Cc1cc(C(=O)N2CCCC(N3CCN(c4cccc(Cl)c4)CC3)C2)nn1C (configuration not stated),-0.5%,13.6%,u
Cc1cc(C)nc(-n2nc(C)c3c(=O)[nH]c(C(F)(F)F)nc32)n1,-6.1%,11.0%,-10.0%
O=C1CC(c2ccc(Cl)cc2)c2cc3c(cc2N1)OCCO3 (configuration not stated),-5.0%,1.7%,u
COc1ccc(OC)c(-n2c(CNC3CCN(Cc4ccccc4)CC3)nc3ccccc3c2=O)c1,u,-19.3%,u
O=C(c1ccccc1Cl)N(Cc1ccco1)c1ccccn1,-7.4%,-6.0%,u
Cc1ccc(CNC(=O)c2c(-c3ccccc3)sc3ccccc23)o1,-5.0%,6.1%,u
COc1ccc(C)cc1NC(=O)N1CC(C)Sc2ccccc21 (configuration not stated),-5.8%,4.1%,u
COc1cc(S(=O)(=O)NC(Cc2c[nH]c3ccccc23)C(=O)O)ccc1NC(C)=O (configuration not stated),-2.7%,-11.1%,3.2%
CCCn1c(=O)c2ccccc2n2c(Sc3nnnn3-c3ccccc3)nnc12,-2.6%,11.2%,u
C=CCN=C(C)C1=C(O)CCC1=O,-1.8%,8.3%,14.3%
CCOc1ccc(NC(=O)c2ccc(N3CC4CC(C3)c3cccc(=O)n3C4)c(NC(=O)c3cccnc3)c2)cc1 (configuration not stated),-3.3%,-12.4%,-18.3%
CCCN1CCN(CCCNC(=O)CN2C(=O)c3cccnc3Oc3ccc(Cl)cc32)CC1,-17.6%,-4.6%,-10.6%
COc1cc(OC)c(NC(=O)C2CCN(S(=O)(=O)c3ccc4c(c3)CC(C)N4C(C)=O)CC2)cc1Cl (configuration not stated),-5.4%,13.2%,20.6µM*
O=C(CSc1nccn1Cc1ccccc1)Nc1ccc2c(c1)OCCO2,-5.6%,-11.0%,7.6%
COc1ccc(/C(C)=N/OCC(=O)N=Nc2c(O)[nH]c3ccc(Br)cc23)cc1,-0.6%,-13.7%,u
c1ccc(C2Nc3cccc4cccc(c34)N2)cc1,-3.5%,-11.8%,18.4µM*
CC1=Nc2ncnn2C(c2ccccc2)/C1=N\O (configuration not stated),-2.7%,-0.9%,-3.4%
COC(=O)COc1ccc2oc(=O)cc(-c3cc4cccc(OC)c4o3)c2c1,-21.7%,10.1%,-23.9%
Cc1cc(C)c(S(=O)(=O)n2c([N+](=O)[O-])cnc2C)cc1C,2.2%,-1.9%,7.1%
CC1Cc2ccccc2N1C(=O)CSc1nnc(-c2ccc(S(=O)(=O)N3CCCC3)cc2)o1 (configuration not stated),-5.8%,8.8%,u
O=C1C2C3C=CC(C3)C2C(=O)N1Nc1c(Cl)cc(Cl)cc1Cl (configuration not stated),-7.0%,-1.8%,-20.3%
# The results go on:
SMILES,KAT2A inh,FEN1 inhibitor,TDP1 cell CPT
CC1=C(C(=O)OCc2ccccc2)C(c2ccc(C(C)(C)C)cc2)NC(=O)N1CCCCCC(=O)O (configuration not stated),u,2.2%,u
CCCCN(C)CCN1C(=O)C2C(C(=O)Nc3ccc(C)cc3)C3C=CC2(O3)C1C(=O)NC1CCCCC1 (configuration not stated),u,-2.8%,0.5%
CCSc1nc2ccccc2n1CC(=O)N1CCCCC1,-2.8%,-9.2%,-0.9%
COC(=O)c1cccc(S(=O)(=O)N2CCC(NC(=O)Nc3cccc(F)c3)CC2)c1,-5.1%,-2.0%,-17.6%
O=C(COC(=O)c1cccc(O)c1)c1ccccc1,-1.8%,-0.2%,-0.6%
Cc1ccc(OCCn2cc(Br)c(=O)[nH]c2=O)cc1,-15.3%,6.6%,-4.2%
CCOC(=O)c1ccccc1NS(=O)(=O)c1ccc(C)cc1,-3.5%,-2.0%,u
CCn1c(C(=O)N2CCC(C(=O)NCCCOC)CC2)cc2sccc21,-4.5%,-1.0%,-21.0%
CC1=C(C(=O)OC(C)(C)C)C(c2cccs2)NC(=O)N1 (configuration not stated),-1.3%,-8.3%,u
Cc1ccc(OC(C)C(=O)Nc2ccccc2C(=O)N2CCOCC2)cc1 (configuration not stated),2.3%,-8.4%,-3.1%
CCCc1cc(=O)[nH]c(SCC(=O)Nc2ccc(OC(F)F)cc2)n1,0.5%,7.6%,-9.0%
O=C1C=C(O)CC(c2ccc(Cl)c(Cl)c2)C1 (configuration not stated),-0.6%,1.2%,-4.1%
Cc1c(NC(=S)NC(=O)c2ccccc2Cl)c(=O)n(-c2ccccc2)n1C,1.8%,5.1%,19.6%
COc1cc(-c2nnc(COC(=O)c3cc(C)nc4ccc(C)cc34)o2)cc(OC)c1OC,-2.1%,u,u
OCC(O)C(O)C(O)CO (configuration not stated),-11.5%&-0.9%,x,-9.8%
O=C(CSc1nnc(Cc2ccccc2)o1)N1CCCc2ccccc21,-13.4%,-9.1%,u
CC(C)(C)C(=O)OCc1cn(-c2ccccc2)nn1,-5.0%,7.2%,-2.1%
COc1ccc(NC(=O)n2ncc3c(C)cccc32)cc1,-4.0%,-24.2%,-29.0%
O=C(Cn1c(=O)n2ncnc2c2c3c(sc21)CCCC3)c1ccccc1,-3.5%,-0.1%,23.1µM*
O=C(C1CCN(S(=O)(=O)c2cccs2)CC1)N1CCN(c2ccccc2F)CC1,-20.3%,7.5%,-10.5%
CCC1(CC)NC(=O)N(CC(=O)N2N=C(c3ccc(Cl)cc3)CC2c2ccco2)C1=O (configuration not stated),-16.6%,6.8%,u
c1ccc(OCc2nn3c(Cn4nnc5ccccc54)nnc3s2)cc1,-14.5%,-7.8%,16.4µM*
O=C(Nc1ccncc1)c1cc2ccccc2o1,-0.3%,0.4%,u
CCOC(=O)c1ccc(NC(=O)CN(Cc2ccc(C)cc2)S(=O)(=O)c2ccc(C)cc2)cc1,2.3%,u,13µM*
[2H]C(CCOS(N)(=O)=O)c1ccc(C(C)(C)C)cc1 (configuration not stated),-7.1%,-12.1%,20.6µM*

# Three of these compounds in a different format.
# Fields: KAT2A inh, FEN1 inhibitor, TDP1 cell CPT
OCC(O)C(O)C(O)CO (configuration not stated)
    -11.5%&-0.9%, x, -9.8%
O=C(CSc1nnc(Cc2ccccc2)o1)N1CCCc2ccccc21
    -13.4%, -9.1%, u
CC(C)(C)C(=O)OCc1cn(-c2ccccc2)nn1
    -5.0%, 7.2%, -2.1%

# The list goes on.
SMILES,KAT2A inh,FEN1 inhibitor,TDP1 cell CPT
C=CCOC1=CS(=O)(=O)N(Cc2ccc(Br)cc2)c2ccc(Br)cc21,-5.1%,u,16.4µM*
C[C@H](CO)N1C[C@H](C)[C@@H](CN(C)S(=O)(=O)c2ccc(F)cc2)Oc2ccc(NC(=O)CCN3CCOCC3)cc2C1=O,-2.6%,3.8%,6.0%
CCN1C(=NCCc2ccc([N+](=O)[O-])cc2)N[C@@H](c2ccccc2)[C@H](C(=O)OC)[C@H]1C,0.7%&-14.4%,-13.8%,u
Cc1cc(C(=O)N/N=C/c2ccc[nH]2)no1,-10.3%,-5.6%,u
Cn1cnc2c(oc3ccccc32)c1=O,x,-2.2%,17.0%
CN(C)CCCC1(O)c2ccccc2CCc2ccccc21,-2.6%,-0.9%,-9.1%
Cc1ccc(-c2nn(-c3ccccc3)cc2C(=O)NCC2CCCO2)cc1 (configuration not stated),-1.5%,8.8%,u
Cc1ccc(-c2nc3ccc(Cl)cn3c2Nc2ccc3c(c2)OCCO3)s1,-2.8%,-10.9%,18.4µM*
CCOC(=O)N1CCN(CC(O)COc2ccc3c(c2)CCC3)CC1 (configuration not stated),-4.0%,20.5%,-10.4%
CCOc1ccc(CCNC(=O)c2cc(C)on2)cc1OCC,-1.2%,13.1%,-23.0%
Cc1ccc(COc2ccc(C)nc2[N+](=O)[O-])cc1,1.4%,-4.7%,9.1%
CCC(C)NC(=O)C1CCN(C(=O)c2ccc(-n3ccc4ccccc43)s2)CC1 (configuration not stated),1.5%,-1.4%,u
N#CCSc1nccc(-c2cc(Cl)sc2Cl)n1,-3.1%,-1.8%,6.7%
CCOC(=O)C1(CCc2ccccc2)CCN(C(=O)c2ccoc2)CC1,-4.1%,-11.8%,-9.1%
Cc1ccccc1NC(=O)CSc1nnnn1C,-5.3%,5.1%,-4.5%
N#CC1=C(N)OC2=C(C(=O)CC(c3ccccc3)C2)C1c1cccnc1 (configuration not stated),-0.5%,2.2%,u
COc1ccc(CNC(=O)c2c(O)c3cc(OC)c(OC)cc3[nH]c2=O)cc1OC,-5.7%,-1.3%,-14.5%
CCCn1nnc(NC(=S)NC(=O)c2ccc(-c3ccc(Br)cc3)o2)n1,-5.6%,-5.3%,u
Cc1cc(C)cc(OCC(=O)NN2C(=O)c3ccccc3C2=O)c1,0.4%,3.0%,-5.9%
CCc1cc(C(=O)c2ccc(OC)cc2)c(NC(=O)CN2CCCC2)s1,-5.5%,-8.0%,u
Cc1ccccc1CN(c1ccc(C(=O)N2CCN(C)CC2)cc1)S(C)(=O)=O,x,-8.9%,10.8%
CCC(C)(C)n1nnnc1C(c1ccc(O)cc1)N1CCc2ccccc2C1 (configuration not stated),3.2%,1.3%,-15.9%
COc1ccc(OCCN2C(=O)c3ccccc3C2=O)c([N+](=O)[O-])c1,-3.3%,-15.7%,-4.2%
Cn1c(Cl)c(/C=N/OC(=O)c2ccc(Cl)cc2)c2ccccc21,-5.3%,-1.6%,-25.8%
Cc1ccc(C(=O)N/C(=C\c2cccs2)C(=O)NCc2ccncc2)cc1,-4.0%,3.6%,u
# Remaining list, next part
SMILES,KAT2A inh,FEN1 inhibitor,TDP1 cell CPT
Cc1cccc(COCC(Cc2ccccc2)N2CCN(C(=O)c3ccc(C(F)(F)F)cc3)CCC2=O)c1 (configuration not stated),-9.3%,-22.4%,23.1µM*
CO/N=C/NC(=O)c1c(OC)ccnc1Oc1ccc(Cl)cc1,-9.5%,1.0%,-1.9%
Cc1cc(F)ccc1N1CCC(N2CCN(CCC(C)C)C(CCO)C2)CC1 (configuration not stated),0.8%,1.0%,u
CCC(=O)Nc1ccc2nc(SCC(=O)N3CCOCC3)sc2c1,2.5%,5.7%,1.4%
O=C(NCCCN1CCCC1=O)C(=O)NCC1OCCN1S(=O)(=O)c1ccc(Br)cc1 (configuration not stated),-6.3%,-1.4%,18.4µM*
CCOc1ccc2c(c1)NC(c1ccc(OCC)c(OCC)c1)=NC(c1ccc(F)cc1)=N2,-11.0%,-17.1%,u
COc1ccc(NC(=O)C2CCCNC2=O)cc1 (configuration not stated),-3.3%,-8.3%,0.1%
CC1Sc2ccc(S(=O)(=O)CCC(=O)N(C)Cc3ccco3)cc2NC1=O (configuration not stated),-0.8%,1.8%,u
COc1ccc(Cl)cc1NC(=O)C(C)n1nnc2sc3c(c2c1=O)CCCC3 (configuration not stated),-9.8%,-9.3%,20.6µM*
COc1ccc2ccc(O)c(CN3CCN(S(=O)(=O)c4cc([N+](=O)[O-])ccc4C)CC3)c2c1,-2.6%,-17.5%,-16.4%
O=C(O)CC(CC(=O)Nc1ccc(C(=O)O)cc1)c1ccccc1 (configuration not stated),-4.2%,-2.6%,2.5%

# Profiles from above. Order of values: KAT2A inh | FEN1 inhibitor | TDP1 cell CPT
# `COc1ccc2ccc(O)c(CN3CCN(S(=O)(=O)c4cc([N+](=O)[O-])ccc4C)CC3)c2c1` is listed as -2.6% | -17.5% | -16.4%
# `O=C(O)CC(CC(=O)Nc1ccc(C(=O)O)cc1)c1ccccc1` (configuration not stated) is listed as -4.2% | -2.6% | 2.5%
# `Cc1cc(F)ccc1N1CCC(N2CCN(CCC(C)C)C(CCO)C2)CC1` (configuration not stated) is listed as 0.8% | 1.0% | u
# `CCOc1ccc2c(c1)NC(c1ccc(OCC)c(OCC)c1)=NC(c1ccc(F)cc1)=N2` is listed as -11.0% | -17.1% | u
# `COc1ccc(Cl)cc1NC(=O)C(C)n1nnc2sc3c(c2c1=O)CCCC3` (configuration not stated) is listed as -9.8% | -9.3% | 20.6µM*

# Only part of the results is shown; the hit share may differ from the screen's.
